Screening results from PubChem.
AT treatment: qHTS Assay for Identifying a Potential Treatment of Ataxia-Telangiectasia | […] A-T fibroblasts, KAP-1 phosphorylation AlphaLISA; neocarzinostatin DNA damage 30 min before lysis | Potency, µM (titrated, usually from 57.5 µM), for inactives: at the highest dose activation, usual class: activators | hit rate 0.19% among 320,000 | AID 485349, 2010; also: potency is read from the fitted curve at half-maximal effect; % of control where 0% means no effect; nearly all actives have a fitted effect of over 45% in size
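hTERT-immortalized A-T patient fibroblasts ([…]), 500 cells/well in OPTI-MEM, 1% FBS, got compounds for 60 min, then NCS for 30 min at 37C. Lysates were then assayed for phospho-KAP-1 by AlphaLISA (anti-pKAP1 donor, anti-KAP1 acceptor beads), 6 hr at 25C.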
CXXC DNA block: qHTS Fluorescence Polarization Assay for Inhibitors of MLL CXXC domain - DNA interaction | MLL-CXXC / FITC-HOXA9 DNA fluorescence polarization | AID 2662, 2010 | Histone-lysine N-methyltransferase 2A (Homo sapiens), Q03164 | hit rate 0.037% among 290,000 | Potency, µM (highest dose often 115 µM), for inactives: top-dose activity change, negative = inhibition, usual class: inhibitors; active = well fitted inhibition curve with a large enough effect in the polarisation, with a control signal flat, not every such curve was filed as active; inconclusive = small, poorly fitted or top-dose-only effect, or effect the other way, or a change in a side signal; inactive = no such curve, though single readings can be large or run the other way; the % refers to the polarisation; also: potency is read from the fitted curve at half-maximal effect
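Steps: dispense CXXC domain solution (7 uM) → pin compounds or unlabeled HOX-A9 DNA control → 5 min ambient → add FLSN-HOX-A9 solution (50 nM) → spin → 30 min ambient → fluorescence polarization. Tris pH 7.5/NaCl/DTT/BSA buffer.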
Mito fusion yeast: qHTS Assay for Small Molecule Inhibitors of Mitochondrial Division or Activators of Mitochondrial Fusion | S. cerevisiae fusion-defective mutant growth rescue, CellTiterGlo 48 h | Potency, µM (doses to about 46.1 µM), inactives show at the highest dose growth rescue (activation), usual class: activators | hit rate 0.23% among 320,000 | AID 485298, 2010;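 also: potency is read from the fitted curve at half-maximal effect; % of control where 0% means no effect; nearly all actives have a fitted effect of over 45% in size; temperature-sensitive fusion mutants such as fzo1-1 at 37 °C on non-fermentable ethanol glycerol medium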
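Luminescent cell viability in 1536-well qHTS format served as the measure of rescued growth in ts fusion-mutant S. cerevisiae cultured on non-fermentable YPEG for 48 hours at 37C.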
PTAP TSG101 blk: qHTS Assay for Iinhibitors of HIV-1 Budding by Blocking the Interaction of PTAP/TSG101; Fluorescence polarization, FITC-PTAP peptide / Tsg101 binding; Potency, µM (top dose mostly 115 µM), inactives show at the top dose activity change, negative = inhibition, usual class: inhibitors; 340,000 tested, under 10 active; Tumor susceptibility gene 101 protein (Homo sapiens), Q99816; AID 493005, 2010; active = well fitted inhibition curve with a large enough effect in the main read-out, with a control signal flat, not every such curve was filed as active; inconclusive = small, poorly fitted or top-dose-only effect, or effect the other way, or a change in a side signal; inactive = no such curve, though single readings can be large or run the other way; also: potency is read from the fitted curve at half-maximal effect; % of control where 0% means no effect
Target sequence (Q99816 whole entry, looked up): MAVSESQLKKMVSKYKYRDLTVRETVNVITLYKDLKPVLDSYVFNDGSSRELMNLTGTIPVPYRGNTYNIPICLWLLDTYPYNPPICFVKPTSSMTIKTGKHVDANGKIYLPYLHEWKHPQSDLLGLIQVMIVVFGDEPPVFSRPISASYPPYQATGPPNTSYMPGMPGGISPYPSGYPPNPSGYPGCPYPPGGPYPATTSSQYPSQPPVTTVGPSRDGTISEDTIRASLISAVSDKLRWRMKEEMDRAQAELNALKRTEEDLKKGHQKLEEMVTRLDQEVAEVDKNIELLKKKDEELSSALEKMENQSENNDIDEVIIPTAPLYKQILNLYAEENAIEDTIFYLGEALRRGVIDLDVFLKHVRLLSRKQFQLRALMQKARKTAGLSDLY
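Tsg101 binding domain (10 uM final) was mixed with compound and a FITC-labeled PTAP peptide (50 nM final) in HEPES pH 7.5 buffer with NaCl, Tween 20, EDTA and TCEP; fluorescence polarization was read after 20 min at r.t.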
Integrin act MD: qHTS for Activators of Integrin-Mediated Alleviation for Muscular Dystrophy | alpha7betagal myoblasts, beta-gal FDG fluorescence, 48 h | Potency, µM (doses to about 38.3 µM), for the others: top-dose activation, actives largely listed as activators | hit rate 0.064% among 350,000 | AID 624291, 2012;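 also: potency is read from the fitted curve at half-maximal effect; 100% = response of the positive control SU9516; nearly all actives have a fitted effect of over 60% in size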
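Alpha7betagal+/- myoblasts (passage 13) were plated 16-24 hr, then exposed to compounds (1:260 dilution of DMSO stock) for 48 hours at 37C. After MPER lysis, β-galactosidase reporter activity was read as FDG fluorescence (ex 480/em 540) after 30 minutes.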
Menin MLL FP TR: qHTS Assay for Inhibitors Targeting the Menin-MLL Interaction in MLL Related Leukemias: Competition With Texas Red Labeled MLL-derived Mutant Peptide; O00255; Menin + Texas Red MLL mutant peptide, fluorescence polarization; Potency, µM (top dose mostly 61.6 µM), for the others: at the top dose FP activity change, negative = inhibition, usual class: inhibitors; hit rate 0.23% among 270,000; AID 1768, 2009; active = well fitted inhibition curve with a large enough effect in the polarisation, with a control signal flat, not every such curve was filed as active; inconclusive = small, poorly fitted or top-dose-only effect, or effect the other way, or a change in a side signal; inactive = no such curve, though single readings can be large or run the other way; the % refers to the polarisation; also: potency is read from the fitted curve at half-maximal effect; % of control where 0% means no effect; many of its hits are not listed in these tables
Target sequence (O00255 whole entry, looked up): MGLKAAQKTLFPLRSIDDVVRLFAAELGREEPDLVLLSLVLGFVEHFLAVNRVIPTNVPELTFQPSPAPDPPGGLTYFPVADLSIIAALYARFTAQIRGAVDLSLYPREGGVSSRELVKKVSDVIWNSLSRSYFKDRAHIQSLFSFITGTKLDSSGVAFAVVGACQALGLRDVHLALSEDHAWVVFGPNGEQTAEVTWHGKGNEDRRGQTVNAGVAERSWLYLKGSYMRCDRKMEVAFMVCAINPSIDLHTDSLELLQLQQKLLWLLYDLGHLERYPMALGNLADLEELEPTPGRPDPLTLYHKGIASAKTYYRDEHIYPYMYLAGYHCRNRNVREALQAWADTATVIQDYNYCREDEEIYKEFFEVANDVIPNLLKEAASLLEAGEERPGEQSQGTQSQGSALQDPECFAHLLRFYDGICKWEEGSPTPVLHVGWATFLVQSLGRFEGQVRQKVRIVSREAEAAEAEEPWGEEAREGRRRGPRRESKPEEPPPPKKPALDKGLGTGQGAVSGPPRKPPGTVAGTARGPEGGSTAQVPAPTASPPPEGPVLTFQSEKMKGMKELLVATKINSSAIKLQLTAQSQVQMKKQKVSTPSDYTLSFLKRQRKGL
TCR activator: Activators of T cell receptors: qHTS campaign; primary human leukocytes, anti-CD3, IL-2 HTRF, 48 h; Potency, µM (doses to about 9.22 µM), for inactives: at the top dose activation of IL-2 secretion, most hits filed as activators; 330,000 tested, under 10 active; AID 504894, 2011; also: % of control where 0% means no effect
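TCR engagement came from a-CD3 beads alone, with compounds added to primary human leukocytes for 48 hr. Secreted IL-2 bridged europium cryptate- and d2-labelled anti-IL-2 antibodies, giving FRET emission at 665nm after 320nm excitation.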
MBNL1-CUG inh: qHTS Assay for Inhibitors of MBNL1-poly(CUG) RNA binding; Muscleblind-like protein 1 (Homo sapiens), Q9NR56; Potency, µM (doses to about 57.5 µM), for the others: at the top dose activity change, negative = inhibition, usual class: inhibitors; hit rate 0.036% among 280,000; TR-FRET MBNL1-His/biotin-(CUG)12 binding, 665/545 ratio; active = well fitted inhibition curve with a large enough effect in the signal ratio, with a control signal flat, not every such curve was filed as active; inconclusive = small, poorly fitted or top-dose-only effect, or effect the other way, or a change in a side signal; inactive = no such curve, though single readings can be large or run the other way; the % refers to the signal ratio; also: potency is read from the fitted curve at half-maximal effect; % is scaled to controls: 0 for no effect and ±100 for the full control effect
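Ratiometric TR-FRET (665 over 545 nm, excitation 340 nm) tracks disruption of MBNL1-His/biotin-(CUG)12 complex after 60 min at room temperature, with compounds at 92 nM to 58 uM final.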
TSHR antag: Antagonists of the Thyroid Stimulating Hormone Receptor: HTS campaign; TSHR-expressing cells, TSH-stimulated cAMP HTRF, 2 h; hits give low values; activity change, negative = inhibition, % at 11.5 µM; hit rate 0.2% among 330,000;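 active = activity change below a set negative limit, meaning inhibition stronger than a set level, cut at about -70% in these data; inconclusive = activity change between two set negative limits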; also: % is scaled to controls: 0 for no effect and ±100 for the full control effect
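TSHR-expressing cells were treated with compounds, then stimulated with TSH at EC80 (4nM final) for 2 hours at 37 deg C. Cellular cAMP was measured by HTRF competition between lysate cAMP and cAMP-d2 for a cryptate-labelled anti-cAMP antibody.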
ASM inhibitor: Inhibitors of Secretory Acid Sphingomyelinase (S-ASM): qHTS; placental ASM, HMU-PC fluorogenic substrate, 60 min; Potency, µM (highest dose often 57.5 µM), for the others: at the highest dose activity change, negative = inhibition, hits mostly inhibitors; hit rate 0.006% among 340,000; also: potency is read from the fitted curve at half-maximal effect
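Human placenta-derived ASM enzyme was preincubated with compound for 10 minutes at room temperature, then given fluorogenic substrate HMU-PC0 (9 uM final) for 60 minutes at 37 °C; a pH 10 stop preceded fluorescence reading at Ex 386/Em 447 nm.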
An asterisk follows results filed as active; ? = inconclusive; / = not tested or not shown; [ ] = remark or other dose. Unless noted, calls follow the shape of the dose curve; as a rule, active = well fitted curve in the direction sought with a large enough effect; inconclusive = small, poorly fitted or top-dose-only effect, or another doubt; inactive = no such curve, though single readings can be large; an effect the other way counts as inactive or inconclusive. A portion of the library, so the mix of outcomes need not match the whole.

SMILES | AT treatment | CXXC DNA block | Mito fusion yeast | PTAP TSG101 blk | Integrin act MD | Menin MLL FP TR | TCR activator | MBNL1-CUG inh | TSHR antag | ASM inhibitor
COc1c([N+](=O)[O-])c(=O)oc2ccccc12 | 3% | -6% | -2% | -3% | 17% | 17% | 0%[46.1 µM] | -6% | -1 | -1%
CNC(=O)NC(=O)CSc1nc(-c2cccs2)c(C#N)c(=O)[nH]1 | 1% | -1% | -8% | -1% | 0% | 2% | -24% | ? | 96 | 1%
CCOc1ccccc1C(=O)Nc1ccsc1C(=O)OC | 16% | 4% | 21% | -4% | -14% | 27% | 3%[46.1 µM] | 10% | -7 | -4%
O=S(=O)(NCC(c1ccc2c(c1)OCO2)N1CCOCC1)c1ccc(Cl)cc1 (stereo not drawn) | 4% | / | -4% | 0% | 51% | / | -1% | / | -2 | -2%
Cc1cccc(Oc2nc(-c3ccccc3)cc(C)c2S(C)(=O)=O)c1C | -1% | 7% | 0% | -2% | -40% | -2% | 2% | -5% | -9 | -27%
O=S(=O)(Cc1ccccc1)NCC1CCCN(Cc2cccc3nonc23)C1 (stereo not drawn) | 0% | 6% | 1% | -2% | -26% | 0% | -5% | ? | 6 | 3%
COc1ccc(Cc2nnc(NC(=O)c3ccccc3)s2)cc1OC | 3% | 1% | -2% | 0% | -21% | 0% | -1% | 6% | 10 | -1%
COc1ccc(C(CNC(=O)c2ccc3c(c2)OCCO3)N(C)C)cc1 (stereo not drawn) | -1% | 8% | -1% | -2% | -2% | -5% | 4% | 2% | 0 | 21%
Clc1ccc(Nc2nc(-c3cccnc3)cs2)cc1 | 0% | 18% | -5% | -4% | -16% | ? | 1% | 3% | -7 | 0%
Cn1c(SCc2cc(=O)n3cc(Br)ccc3n2)nnc1C1COc2ccccc2O1 (stereo not drawn) | 1% | 2% | -2% | -7% | 5% | -2% | 3% | ? | 1 | -1%
Cc1c(NS(=O)(=O)c2cccc(C(=O)N3CCC(C)CC3)c2)c(=O)n(-c2ccccc2)n1C | 3% | / | / | -2% | 7% | / | 1% | / | -6 | -1%
COc1cccc(-c2nc(CS(=O)CC(=O)NCCCOC(C)C)c(C)o2)c1 (stereo not drawn) | 2% | -4% | 0% | -7% | -23% | -1% | 2% | 5% | -1 | 6%
CC(=O)NCc1cn2c(C)csc2n1 | 3% | -7% | -3% | -4% | -17% | 14% | 0%[46.1 µM] | -16% | 3 | 3%
CCOc1ccc(CCNC(=O)C(CCC(N)=O)NC(=O)OCc2ccccc2)cc1OCC (stereo not drawn) | 0% | -14% | -4% | 0% | -16% | -26% | 0% | 0% | 16 | 1%
NC(=O)c1cc2ccccc2o/c1=N\NC(=O)c1ccc(F)cc1 | 22% | 15% | 5% | -5% | 3% | ? | 0% | 16% | 0 | -8%
COc1ccc(Br)cc1/C=C(\C(=O)O)c1ccc(S(=O)(=O)N2CCCC2)s1 | 19% | / | / | 5% | -4% | / | 1% | / | -5 | 8%
COc1ccc(CN(C)C(=S)Nc2ccc(Cl)cc2Cl)cc1 | 2% | 4% | 2% | -3% | -41% | 25% | 2% | 1% | 6 | -14%
N#CCCn1c(O)c(N=NC(=O)CNC(=O)c2cccs2)c2ccccc21 | 2% | 0% | 13% | -1% | ? | / | -4% | / | -21 | -3%
CCCNC(=O)c1ccc(COc2ccc(CCC)cc2OC)o1 | 14% | 2% | 12% | -2% | -23% | -18% | -8% | -1% | 6 | -5%
CC(Oc1ccc(Br)cc1)C(=O)NCC(c1ccco1)N1CCCCC1 (stereo not drawn) | 4% | / | 3% | -4% | -9% | / | -2% | / | 7 | 2%
COc1cccc2c(=O)c3cccc(N)c3[nH]c12 | -5% | -8% | / | 0% | -12% | ? | -2%[46.1 µM] | 0%[11.5 µM] | 6 | 16%
COc1ccc(C(O)P(=O)(O)CCc2ccccc2)cc1 (stereo not drawn) | -9% | -7% | -1% | -9% | 4% | -20% | 6% | -3% | 18 | 2%
Cc1ccc(NC(=O)NCc2c(C)nn(C)c2C)cc1Cl | 3% | 3% | -1% | -1% | 5% | 6% | -13% | -9% | -8 | 1%
CC(=O)Nc1ccc(NC(=O)COc2cc(O)c3c(c2)OC(C)(C)CC3=O)cc1 | 6% | 1% | 0% | -4% | 20% | -12% | -12% | -9% | -7 | -11%
COc1ccc(-c2cc(=O)oc3cc(OC(C)C(=O)O)ccc23)cc1 (stereo not drawn) | 4% | 1% | -1% | -2% | 17% | -24% | -1% | ? | -2 | -3%
Cc1ccc(SCC(=O)N2c3ccccc3Sc3ccccc32)cc1 | 0% | ? | 4% | 0% | -29% | 16% | 0% | 1% | -8 | -4%
O=C(OCc1nnc(-c2ccc([N+](=O)[O-])cc2)o1)C1CC(=O)N(CCc2ccccc2)C1 (stereo not drawn) | 0% | / | -3% | -3% | -6% | / | 7% | / | 9 | 4%
COc1ccc(-c2cccc(C3CC=CC4C3C(=O)N(Cc3ccccc3)C4c3cc(C)ccc3F)c2)cc1 (stereo not drawn) | -10% | 9% | 11% | / | / | / | / | 5% | 4 | /
COC(=O)c1cccc(NC(=O)CC2C(=O)NCCN2C(=O)Nc2cc(C)cc(C)c2)c1 (stereo not drawn) | 13% | 25% | -2% | -5% | -2% | / | -3% | -2% | -16 | 0%
CC1CCc2[nH]c3ccc(C(=O)N(C)CC(=O)Nc4cccc(F)c4)cc3c2C1 (stereo not drawn) | -2% | / | 13% | -10% | 40% | / | -1% | / | 5 | -16%
O=C(c1ccccc1NS(=O)(=O)c1ccc(F)cc1)N1CCOCC1 | 2% | ? | 2% | -3% | 33% | -11% | 3% | -4% | 7 | /
CCC(=O)c1ccc(OC)c(OC)c1OCc1ccccc1 | / | / | / | -4% | 6% | / | 0% | / | / | 4%
COc1cccc(/C=C/C(=O)Nc2ccc(N3CCOCC3)cc2)c1OC | 41% | -28% | -4% | -1% | 27% | / | 8% | 15% | -3 | -2%
Cc1cc(S(=O)(=O)NC(C)c2nnc3ccccn23)ccc1Br (stereo not drawn) | 9% | / | / | -2% | 24% | / | -4% | / | -3 | 2%
Nc1cccc(NC(=O)c2cccs2)c1 | 4% | -4% | 5% | 2% | 1% | -9% | -4% | -3% | -2 | 0%
c1ccc(CNC2=NCCC2)nc1 | -3% | 1% | -2% | -3% | 2% | ? | 7% | 0% | 4 | 5%
Cc1ccc(NC(=S)C2=C(O)c3sccc3N(C)S2(=O)=O)cc1 | -6% | ? | 4% | -9% | -15% | ? | -5% | 7% | 9 | -2%
Cc1ccccc1NC(=S)N1CCOCC1 | 1% | 0% | -4% | 0% | -24% | -19% | -6%[46.1 µM] | / | 8 | -2%
CCCCn1cnc2c(=S)nc(N)[nH]c21 | 1% | -18% | 1% | -1% | -8% | / | 6% | 4% | 3 | 1%
O=C(O)c1ccc(N2C(=O)CSC2=S)cc1 | / | / | / | -1% | -13% | / | -1% | / | / | 3%
O=C(CCc1nnc2ccc(NCc3ccco3)nn12)Nc1cc(F)ccc1F | -3% | 5% | 2% | -3% | -62%[inhibitor] | 0% | 1% | 3% | -10 | -1%
Cc1ccccc1NC(=O)/C(C#N)=C/c1ccc(-c2ccc(Cl)c(C(=O)O)c2)o1 | 11% | 58%[activator] | -2% | 0% | 21% | ? | 2% | ? | 48 | 3%
Cc1ccc(NC(=O)Cn2c(=O)c3cccn3c3ccccc32)c(Cl)c1 | 12% | 32%[activator] | -6% | 4% | -3% | ? | 4% | 180%[activator] | 0 | -4%
COc1ccc(N/C(=C2\CCCC2=O)C2CCCCC2)cc1 | / | / | / | -3% | 0% | / | -2% | / | / | -5%
CCOC(=O)c1ccc(NS(=O)(=O)c2c(C)n[nH]c2C)cc1 | 2% | / | -3% | 1% | -1% | / | -3% | / | 0 | 0%
